# Fh CTSL1 inh = counter-screen for PFM18AAP inhibitors: inhibitors of F. hepatica cathepsin L1. 0.49% of 300,000 active. AID 1906. inhibition, % at 5.96 µM. recombinant F. hepatica cathepsin L1, Z-Leu-Arg-MCA fluorescence;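 active = inhibition above the mean of all tested compounds plus 3 SD, set per screening campaign, cut at about 17% in these data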;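 note: 0% = plate median of test compound wells and 100% = 1 µM Z-Phe-Ala-diazomethylketone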
# TPT1 inhibitor = blocks Candida albicans tRNA 2'-phosphotransferase; recombinant caTPT1, FP RNA substrate dephosphorylation; inhibition, % at 5 µM; 0.81% of 300,000 active;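 active = inhibition above the mean of all tested compounds plus 3 SD, set per screening campaign, cut at about 24% in these data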;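 note: plate controls were DMSO alone for no effect and ferristatin control at 100 nM for full effect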
# PREPL inh = inhibits the human prolyl oligopeptidase-like enzyme; recombinant PREPL, fluorescence polarization activity-based probe; inhibition, % at 5.96 µM; 0.68% of 320,000 active; in the data active = inhibition above about 43%;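 note: 0% = enzyme with DMSO and 100% = wells lacking enzyme; many of its hits are not listed in these tables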
# Target sequence (Q4J6C6 whole entry, looked up): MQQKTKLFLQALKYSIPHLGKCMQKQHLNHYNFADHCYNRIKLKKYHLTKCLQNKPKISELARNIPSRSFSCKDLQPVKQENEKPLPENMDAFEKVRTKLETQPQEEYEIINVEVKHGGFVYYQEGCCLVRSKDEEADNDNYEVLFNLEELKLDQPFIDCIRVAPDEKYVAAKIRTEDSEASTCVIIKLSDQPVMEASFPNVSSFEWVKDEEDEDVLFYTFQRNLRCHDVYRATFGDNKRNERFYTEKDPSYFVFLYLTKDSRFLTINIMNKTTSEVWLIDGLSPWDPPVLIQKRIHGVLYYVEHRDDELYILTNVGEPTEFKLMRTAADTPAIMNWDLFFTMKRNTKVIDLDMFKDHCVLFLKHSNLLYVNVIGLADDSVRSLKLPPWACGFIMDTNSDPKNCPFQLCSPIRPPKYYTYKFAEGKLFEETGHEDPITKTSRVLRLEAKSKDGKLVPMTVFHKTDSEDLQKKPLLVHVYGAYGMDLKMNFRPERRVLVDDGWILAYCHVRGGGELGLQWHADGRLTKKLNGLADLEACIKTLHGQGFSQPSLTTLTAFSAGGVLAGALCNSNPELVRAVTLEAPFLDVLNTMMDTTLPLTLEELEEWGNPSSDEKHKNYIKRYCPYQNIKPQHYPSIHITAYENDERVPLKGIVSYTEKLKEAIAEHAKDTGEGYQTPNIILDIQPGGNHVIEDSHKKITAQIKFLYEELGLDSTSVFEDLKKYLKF
# PP5 primary = PP5 (human) phosphatase inhibition; purified PP5c, OMFP substrate fluorescence; inhibition, % at 6.7 µM; 0.18% of 320,000 active;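 active = inhibition above the campaign's mean inhibition across all tested compounds plus 3 SD, cut at about 9.5% in these data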;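 note: 0% = DMSO only and 100% = 100 µM cantharidin control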
# core dimer inh = blocks dimerization of HCV core protein; TR-FRET GST/Flag-core106 dimerization, 1536-well; inhibition, % at 5 µM; 0.33% of 300,000 active; AID 1899;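 active = inhibition above the mean of all tested compounds plus 3 SD, set per screening campaign, cut at about 45% in these data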
#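 Assay system: GST-tagged and Flag-tagged HCV core protein residues 1-106 / Times: compound-protein-antibody incubation 4 h at 22.5 °C / Signal: time-resolved FRET, ex 340 nm, em 617 and 671 nm / Evaluation: % inhibition based on acceptor/donor emission ratio / Benchmarks: wells lacking GST-core106 and wells with excess unlabelled core106 / Repeats: singlicate, one well per compound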
# EBNA-1 inh = blocks EBNA-1 binding to DNA; 0.34% of 300,000 active; EBNA-1 DNA binding, fluorescence polarization; inhibition, % at 14.8 µM; in the data active = inhibition above about 28%
# PP1 inh = PP1-alpha (human) inhibition in PP5 counter-screen. P62136. purified PP1alpha, OMFP fluorescence. inhibition, % at 6.7 µM. 0.9% of 320,000 active;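 active = inhibition above the mean inhibition of all tested compounds plus 3 SD, computed separately for each screening campaign, cut at about 15% in these data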
# Efflux pump inh = inhibitors of Candida antifungal efflux pumps expressed in yeast | S. cerevisiae Candida pump triplex, Nile Red efflux | inhibition, % at 10 µM | 0.44% of 330,000 active;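 active = plate passing quality check with inhibition over a set limit, or well fluorescence over plate mean plus 4 SD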;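 note: Nile Red retained in pooled yeast measured as flow cytometry median fluorescence; 0% = buffer negative control and 100% = Enniatin B positive control; higher means more Nile Red kept so more efflux inhibition; some compounds called inactive have numbers as strong as hits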
# ZTA DNA inh = blocks Epstein-Barr virus ZTA, an EBNA-1 counter-screen. P03206. ZTA-DNA binding, fluorescence polarization. inhibition, % at 11 µM. 0.15% of 320,000 active; in the data active = inhibition above about 33%
# Target sequence (P03206 whole entry, looked up): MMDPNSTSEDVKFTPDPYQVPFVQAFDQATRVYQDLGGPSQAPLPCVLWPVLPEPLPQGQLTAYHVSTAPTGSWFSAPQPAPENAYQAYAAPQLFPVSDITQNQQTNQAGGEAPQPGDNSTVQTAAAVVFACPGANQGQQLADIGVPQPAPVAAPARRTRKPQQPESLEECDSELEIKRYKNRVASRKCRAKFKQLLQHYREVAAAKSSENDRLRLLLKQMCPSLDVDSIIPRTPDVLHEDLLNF
# The depositor's hits bear a star; nt = no result given; & = joins results of further samples. A portion of the library (hit frequency here may not be typical).
# Start of the listing, in advance, 5 compounds:
SMILES,Fh CTSL1 inh,TPT1 inhibitor,PREPL inh,PP5 primary,core dimer inh,EBNA-1 inh,PP1 inh,Efflux pump inh,ZTA DNA inh
CCSc1nnc(NC(=O)C2CCN(S(=O)(=O)c3ccccc3C(F)(F)F)CC2)s1,-5,-4,2,3.8,1,9,5,0.0,-20
CCS(=O)(=O)Nc1cccc(C2=NN(S(=O)(=O)CC)C(c3ccccc3)C2)c1 (stereo not drawn),6,1,-2,-0.5,-1,1,0,-0.2,-6
O=C(CN1CCc2ccccc21)NN1CC(=O)N(c2ccc(Cl)cc2)CC1=O,0,-1,12,-0.8,7,-1,2,0.0,7
O=C(NCc1cccc(Cl)c1)C1CCC(=O)N(CCN2CCOCC2)C1 (stereo not drawn),1,3,7,0.1,3,-3,0,0.0,0
O=C(CSc1nnc(-c2ccc(Br)cc2)o1)N1CCN(C(=O)c2ccco2)CC1,-1,2,-35,3.6,11,7,0,0.0,4

# The whole of this part, from the start:
SMILES,Fh CTSL1 inh,TPT1 inhibitor,PREPL inh,PP5 primary,core dimer inh,EBNA-1 inh,PP1 inh,Efflux pump inh,ZTA DNA inh
CCSc1nnc(NC(=O)C2CCN(S(=O)(=O)c3ccccc3C(F)(F)F)CC2)s1,-5,-4,2,3.8,1,9,5,0.0,-20
CCS(=O)(=O)Nc1cccc(C2=NN(S(=O)(=O)CC)C(c3ccccc3)C2)c1 (stereo not drawn),6,1,-2,-0.5,-1,1,0,-0.2,-6
O=C(CN1CCc2ccccc21)NN1CC(=O)N(c2ccc(Cl)cc2)CC1=O,0,-1,12,-0.8,7,-1,2,0.0,7
O=C(NCc1cccc(Cl)c1)C1CCC(=O)N(CCN2CCOCC2)C1 (stereo not drawn),1,3,7,0.1,3,-3,0,0.0,0
O=C(CSc1nnc(-c2ccc(Br)cc2)o1)N1CCN(C(=O)c2ccco2)CC1,-1,2,-35,3.6,11,7,0,0.0,4
CN(C)c1ccc(C(=O)OCC(=O)N2CCCC2)cc1,1,-2,3,0.3,2,0,-4,-0.1,-11
COc1ccccc1CCNC(=O)c1cccc(S(=O)(=O)N2CCc3ccccc3C2)c1,nt,nt,-2,4.8,nt,nt,-3,0.2,2
O=c1[nH]c(SCc2cccc([N+](=O)[O-])c2)nc2[nH]ncc12,3,-1,-18,2.4,4,13,0,-0.1,-2
COc1cccc(NC(=O)CN(C)C(=O)CC(NC(=O)c2ccccc2Cl)c2ccccc2)c1 (stereo not drawn),nt,nt,3,5.8,nt,nt,0,-0.1,2
Cc1cc2c(=O)n(C)c(SCC(=O)Nc3ccccc3)nc2s1,1,-1,4,-1.5,-2,-5,-3,-0.1,-4
COc1ccc(C2=NOC3(CC(=O)N(c4ccc(C)cc4)C3=O)C2)cc1 (stereo not drawn),4,-5,3,-0.2,5,14,-1,-0.2,8
Cc1nn(CCc2nn[nH]n2)c2nc(-c3ccccc3)cc(C(F)(F)F)c12,3,-7,-5,2.9,3,-2,5,-0.2,-13
CCOC(=O)N1CCN(C(=O)c2ccc3nc(C)sc3c2)CC1,3,1,2,-1.6,-4,5,1,0.0,0
CCOC(=O)c1ccc(NC(=O)CC2C(=O)N(c3ccc(F)cc3)C(=O)N2CCC(C)C)cc1 (stereo not drawn),2,-3,4,2.5,2,1,4,0.0,16
COC(=O)c1cc(S(=O)(=O)N2CCC(C)CC2)ccc1F,-1,-1,-1,0.7,-2,-1,-1,0.2,-3
CNC(=O)c1nnc(Cc2ccc(Cl)cc2)o1,-2,-5,-3,1.4,-15,-7,1,-0.2,-22
O=C(NCC1CCCO1)c1ccc(NC(=O)c2cccc([N+](=O)[O-])c2)cc1 (stereo not drawn),1,-3,5,0.3,-4,8,-3,-0.1,-7
CC(C)Cn1c(N)c(C(=O)COC(=O)Cc2cccs2)c(=O)n(C)c1=O,2,0,10,-1.3,1,-1,-2,0.3,-6
CC(C)Sc1nnc2n(CCc3ccccc3)c(=O)c3c4c(sc3n12)COC(C)(C)C4,-5,0,5,3.8,7,-3,-9,0.3,15
COc1ccc(NC(=O)c2cccc(-c3ccc(O)cc3)c2)cn1,6,-43,6,3.4,0,-10,0,-0.1,-8
O=C(COC(=O)c1c2ccccc2cc2ccccc12)NCC(F)(F)F,-2,-1,2,2.9,-15,9,2,-0.1,6
CCOc1ccc(CCNC(=O)C2=C(C)C(=O)OC23CCC(C)CC3)cc1 (stereo not drawn),-1,-1,-2,0.2,2,-12,2,-0.1,-2
S=C(c1ccc(-c2cc(Cl)ccc2Cl)o1)N1CCOCC1,2,1,5,0.1,-4,6,-1,-0.1,9
COc1ccc(CCNC(=O)NC2CCCCC2)cc1OC,-5,-3,13,0.1,-6,7,0,-0.1,-10
Cc1ccc(O)c(C2=Nc3ccccc3N=C(c3cccc([N+](=O)[O-])c3)C2)c1,4,1,23,-0.4,-2,-4,-2,0.1,1
Cc1ccc(C(=O)Nc2nc(-c3ccccn3)cs2)cc1S(=O)(=O)N1CCOCC1,nt,nt,3,7.4,nt,nt,31*,0.2,-2
COc1ccc(CNC(=O)c2cc(C)nn2-c2ccccc2)cc1,-1,-1,-4,0.3,-1,-13,2,0.1,-5
O=C(NNc1ncc(C(F)(F)F)cc1Cl)c1c(Cl)cccc1Cl,1,3,2,-2.3,-6,15,-2,-0.2,1
O=C(Nc1ccc(Cl)c(Cl)c1)OCCNC(=O)c1cccc(Cl)c1,0,-1,-2,6.4,0,-6,6,0.1,12
O=C(O)C=C1C2CC3CC(C2)CC1C3,2,1,4,-2.4,-2,-1,-1,-0.2,1
O=C(c1ccc(F)c(S(=O)(=O)N2CCOCC2)c1)N(c1ccccc1)c1ccccn1,-2,2,2,-4.7,1,15,1,-0.3,4
CCOC(=O)c1c(NC(=O)COc2ncnc3ccccc23)sc(C(C)=O)c1C,0,3,-16,4.8,9,-1,-2,-0.3,-6
CCCCCCCCCOC(=O)C1N2C(=O)[C@@H](NC(=O)COc3ccccc3)[C@H]2SC1(C)C (stereo partly drawn),1,-6,6,3.2,7,9,13,0.0,-2
COc1ccc(CCc2nc(C)ccc2O)cc1,2&-1,-2&-5,-2&-9,1.6&1.6,-6&-3,-8&3,0&-3,-0.1&-0.1,-16&11
CCN(CC)c1ccc(/C=N/NC(=O)c2ccoc2C)cc1,2,4,-1,1.8,-9,-4,-8,0.6,-2
Cc1c(/C=N/Nc2ccc(C(=O)O)cc2)c2ccccc2n1C,2,3,7,-0.6,-26,2,-4,-0.3,8
Cc1cc(C(=O)NNc2c(Cl)cccc2Cl)n(C(C)(C)C)n1,3,0,-4,-1.3,3,8,-4,0.1,-15
CCOC(=O)N1CCN(C(=O)CS(=O)Cc2nc(-c3ccc(C)cc3)oc2C)CC1 (stereo not drawn),-2,0,8,1.6,-4,4,-2,-0.1,-4
Cc1c(Cl)ccc2c(C(N)=O)cc(-c3ccccn3)nc12,2,1,1,-0.6,20,7,-1,0.1,3
CN(C)c1ccc(NC2=C([N+](=O)[O-])CS(=O)(=O)C2)cc1,-1,0,15,-1.8,-11,12,-1,0.0,-3
COC(=O)c1cc(CSc2ncnc3sccc23)oc1C,-4,12,7,0.4,4,5,-1,-0.4,7
CCOC(=O)[C@@H]1[C@H]2COc3cc(OC)ccc3[C@@H]2N2C(=O)N(c3ccc(C)cc3)C(=O)[C@@]12C,-4,-3,-104,1.9,5,-4,-3,-0.1,7
COc1ccc2c(C)cc(SCC(=O)c3ccc4c(c3)OCO4)nc2c1,4,2,5,1.2,-2,15,4,0.0,-6
O=C(Cn1[nH]c(=O)c2ccccc2c1=O)NCc1cccnc1,-2,3,-6,2.1,-1,-9,-3,0.2,-4
CCc1ccc(NC(=O)CC2C(=O)Nc3c2c(=O)n(C)c(=O)n3C)cc1 (stereo not drawn),-2,0,2,-0.2,2,3,1,-0.2,13
CCOC(=O)c1nn(-c2ccccc2)c2nc(-c3ccc(OC)cc3)c(C#N)c(=O)n12,-4,-1,5,2.3,-8,-12,7,0.3,-10
COc1ccc(Cc2nnc(NC(=O)c3ccc(OC)c(OC)c3)s2)cc1OC,5,1,8,1.1,0,-3,1,0.0,-20
CC(C)Cn1c(SCC(=O)N2CCN(C(=O)c3ccco3)CC2)nc2ccccc2c1=O,-3,-4,-7,1.2,6,0,-1,0.0,16
Cc1ccc(N(CC(=O)NCCSc2nc3ccccc3s2)S(=O)(=O)c2ccccc2)c(C)c1,-2,0,-69,4.0,7,-9,8,-0.1,2
CC1CN(C(=O)CN(C)S(=O)(=O)c2ccc3ccccc3c2)CC(C)O1 (stereo not drawn),2,1,21,0.9,-1,-19,-3,0.3,-5
# (continued)
SMILES,Fh CTSL1 inh,TPT1 inhibitor,PREPL inh,PP5 primary,core dimer inh,EBNA-1 inh,PP1 inh,Efflux pump inh,ZTA DNA inh
COc1cccc(/C=N/NC(=O)C(C)n2nc(C)c([N+](=O)[O-])c2C)c1O (stereo not drawn),-2,0,7,-0.3,-7,4,-2,-0.3,-8
COc1ccc(N=CC2=C(Nc3ccc(OC)cc3)c3c(C)nn(-c4ccccn4)c3CC2)cc1,7,-110,72*,-3.9,-9,-7,10,-0.1,-10
Cc1ccccc1NC(=O)Cc1nnc(SCC(=O)N2CCN(c3ccccc3)CC2)n1C,0,-3,21,-0.3,2,1,2,0.2,0
Cc1cc(C)n(CC(=O)N/N=C/c2cc(Br)cc([N+](=O)[O-])c2O)n1,-7,0,5,3.9,-19,-4,-3,0.1,-8
CS(=O)(=O)NCc1ccc(C(=O)NCc2ccccc2)cc1,-2,5,3,0.5,2,5,-5,0.0,3
CCCCNC(=O)CSc1nc(COc2ccccc2)nc2ccccc12,1,2,3,3.2,6,-11,0,-0.1,7
O=C(COC(=O)/C=C/c1cccc(C(F)(F)F)c1)NCc1ccc(F)cc1,1,-2,-1,-2.3,0,12,-1,-0.1,9
O=c1c(Cl)c(NC2CC2)cnn1-c1ccccc1,-1,-4,10,-1.8,0,12,0,0.0,-4
Cc1ccc(P(=Nc2ccccc2)(N2CCOCC2)N2CCOCC2)o1,2,-1,3,0.3,-5,7,0,-0.1,2
c1csc(CCNc2ncnc3sc4c(c23)CCC4)c1,4,1,17,1.9,4,2,5,0.3,-11
S=C1Cc2ccccc2C(c2ccc(Cl)cc2)N1 (stereo not drawn),-6,-2,7,-0.2,1,9,3,-0.1,-8
Cc1cc(=O)oc2cc(OCC#N)ccc12,-1,-5,-4,1.6,2,4,-2,0.1,1
COc1ccc(C(=O)CSc2nnc3ccc(-c4ccccn4)nn23)cc1,-5,1,-5,1.9,-1,-2,-8,0.1,-3
COc1ccc(Nc2ccc(N3C(=O)CCC3=O)cc2[N+](=O)[O-])cn1,1,0,-3,-1.4,0,-7,-4,-0.1,8
O=C(Cn1c(=O)oc2cc(S(=O)(=O)N3CCCC3)ccc21)N1CCCC1,-1,2,-2,2.0,1,-5,-2,-0.1,8
CC(C)C(=O)Nc1c2c(nn1-c1ccc(F)cc1)CS(=O)(=O)C2,-3,-4,-7,-1.1,0,5,-2,-0.5,26
O=C(Nc1cccnc1)c1ccc(S(=O)(=O)N2CCCCCC2)cc1,-3,-1,8,-0.2,0,5,1,-0.1,-2
CN(C)/C=C/c1onc(-c2ccccc2Cl)c1C#N,4,4,10,0.4,-1,7,3,0.0,-7

# 2 records drawn at random from the list so far, as already listed:
SMILES,Fh CTSL1 inh,TPT1 inhibitor,PREPL inh,PP5 primary,core dimer inh,EBNA-1 inh,PP1 inh,Efflux pump inh,ZTA DNA inh
O=C(CN1CCc2ccccc21)NN1CC(=O)N(c2ccc(Cl)cc2)CC1=O,0,-1,12,-0.8,7,-1,2,0.0,7
Cc1cc(C(=O)NNc2c(Cl)cccc2Cl)n(C(C)(C)C)n1,3,0,-4,-1.3,3,8,-4,0.1,-15
